Screening results deposited in PubChem by several laboratories.
RSV antiviral HEp-2 = RSV antiviral activity via CPE protection, HEp-2 cells, primary 10 µM value included (AID 2391). HEp-2 cells, RSV-induced CPE inhibition; higher % means a stronger effect. CPE inhibition, % at 10 µM, or IC50 in µM where a hit was titrated. 310,000 compounds, 0.13% hits; in the data active = a potency from the dose series; inconclusive = CPE inhibition mostly from about 23% at the one dose, without a potency; inactive = the rest, 99 in 100 with CPE inhibition below about 21%; note: strong numbers were not always called active
Salmonella PhoP GFP = PhoP-dependent GFP reporter repression – Salmonella Typhimurium, primary screen (AID 1863). S. Typhimurium PhoP-regulated promoter GFP reporter, 4 h; higher % means a stronger effect. inhibition, % at 50 µM, or IC50 in µM where a hit was titrated. 300,000 compounds, 0.16% hits;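 active = inhibition over 29.93%, a cutoff 3 SD above the screen mean, later confirmed by dose response; inconclusive = inhibition over 29.93% but no dose response follow-up; inactive = inhibition at most 29.93% or unconfirmed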;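 note: 0% = low Mg2+ inducing control and 100% = high Mg2+ repressing control; strong numbers were not always called active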
West Nile virus CPE = inhibition of WNV-induced cytopathic effect – cell-based, CPE readout (AID 1621); 290,000 compounds, 0.02% hits; one-dose CPE inhibition, % at 10 µM; IC50 in µM for titrated hits; West Nile virus-infected cells, CPE inhibition; higher % means a stronger effect; in the data active = a potency from the dose series; inconclusive = CPE inhibition mostly from about 3.7% at the one dose, without a potency; inactive = the rest, 99 in 100 with CPE inhibition below about 2.2%; note: strong numbers were not always called active
Large T inhibition = SV40 large T antigen inhibitors, biochemical (AID 1903). inhibition, % at 20 µM, or IC50 in µM where a hit was titrated. 310,000 compounds, 0.39% hits. SV40 large T antigen ATPase/helicase inhibition assay; higher % means a stronger effect; in the data active = a potency from the dose series; inconclusive = inhibition mostly from about 32% at the one dose, without a potency; inactive = the rest, 99 in 100 with inhibition below about 32%; note: strong numbers were not always called active
MgcRacGAP inhibition = MgcRacGAP GTPase-activating activity inhibitors, confirmation, biochemical, ADP Hunter fluorescence | AID 624330 | 340,000 compounds, 0.6% hits | inhibition, % at 30 µM; hits with a dose series show IC50 in µM | MgcRacGAP-stimulated Rac1 GTP hydrolysis, ADP Hunter fluorescence; higher % means a stronger effect; GST-tagged Rac1 F28L mutant substrate;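 active = first-screen hits whose inhibition reached a set limit at any dose in the follow-up dose series; inconclusive = inhibition above the set first-screen limit but never retested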;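 note: fluorescence reports GDP produced by GAP-driven GTP hydrolysis; strong numbers were not always called active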
LYP inhibition = inhibitors of LYP phosphatase, biochemical, fluorescence intensity, uHTS (AID 1779); inhibition, % at 11.5 µM, or IC50 in µM where a hit was titrated; recombinant LYP phosphatase, fluorescence intensity; higher % means a stronger effect; 290,000 compounds, 0.054% hits; in the data active = inhibition above about 50%;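 note: plate controls were vehicle with enzyme for no effect and no enzyme for full effect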
Dengue-2 NS5 capping = flavivirus cap methylation enzyme inhibition – biochemical, confirmation dose response, primary screen (AID 588689). inhibition, % at 25 µM; hits with a dose series show IC50 in µM. Dengue-2 NS5 methyltransferase capping enzyme assay, biochemical; higher % means a stronger effect. 340,000 compounds, 0.3% hits; in the data active = a potency from the dose series; inconclusive = inhibition above about 29% without an active follow-up result
GPR35 antagonists = GPR35 antagonists blocking zaprinast-driven arrestin recruitment, primary screen, imaging, U2OS, beta-arrestin-GFP, zaprinast agonist (AID 2058); U2OS GPR35 beta-arrestin-GFP translocation imaging, zaprinast antagonism; higher % means a stronger effect; inhibition, % at 10 µM; hits with a dose series show IC50 in µM; 290,000 compounds, 0.052% hits;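 active = inhibition of at least 50% with at least 30 cells and total cytoplasm GFP at most 10,000,000; inconclusive = under 30 cells or total GFP of 10,000,000 plus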
ER stress rescue = rescue of cells from ER stress-induced death, primary screen, 384-well, CSM14.1, thapsigargin, ATP luminescence (AID 1222) | CSM14.1 thapsigargin-induced death rescue, ATP luminescence; higher % means a stronger effect | cellular ATP content (survival), % at 20 µM; hits with a dose series show EC50 in µM | 190,000 tested, under 10 active;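 active = EC50 below 50 µM in the dose-response confirmation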;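 note: death triggered by thapsigargin at about 15 µM added after 2 h compound pretreatment; cell ATP read after overnight thapsigargin exposure of roughly 18 to 22 hours; normalized against plate controls of thapsigargin alone and 5% DMSO vehicle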
Dengue-2 NS5 capping pilot replicate = second read-out of Dengue-2 NS5 capping, no call of its own (marks repeat the call); inhibition, %; measured here: pilot screen replicate inhibition
The depositor's hits bear a star; u = inconclusive; x = not tested or not shown.

SMILES	RSV antiviral HEp-2	Salmonella PhoP GFP	West Nile virus CPE	Large T inhibition	MgcRacGAP inhibition	LYP inhibition	Dengue-2 NS5 capping	GPR35 antagonists	ER stress rescue	others
CCN(Cc1cccc(OC)c1)CC1CCCN(CCc2cccc(OC)c2)C1 (stereo not drawn)	-1.4%	2%	-0.4%	9%	12%	-4%	1%	0%	x
Cc1ccc(C)c(-c2csc(-c3cccnc3)n2)c1	19%	0%	1.3%	1%	4%	-4%	0%	-2%	x
Cc1onc(-c2ccccc2)c1C(=O)N1CCN(C)CC1	0.3%	13%	-0.4%	8%	1%	-2%	-3%	-4%	-1.0%
CCCc1cc(=O)oc2c(C)c(OCC(=O)NCc3ccccn3)ccc12	1.0%	-7%	0.3%	32%	7%	-1%	-4%	-9%	x
CCCCC1N2CC3([N+](=O)[O-])CN1CC([N+](=O)[O-])(C2)C3(C)C (stereo not drawn)	0.4%	4%	-0.1%	14%	-5%	-6%	-6%	-2%	-2.5%
CCOC(=O)c1sc(NC(=O)c2ccc(C)s2)cc1C	u	7%	-1.4%	0%	4%	-1%	-1%	4%	-1.8%
COC(=O)Cc1c(O)ccn(Cc2ccccc2OC)c1=O	0.3%	1%	-0.1%	-3%	10%	-6%	-3%	-13%	-0.6%
Cc1ccc(S(=O)(=O)C2(C(=O)Nc3cccc(F)c3)CC2)cc1	1.5%	-2%	-0.1%	2%	1%	-3%	-2%	5%	-1.2%
CCCCC(=O)Nc1ccc(NC(=S)NC(=O)CC(C)C)cc1OC	1.9%	-10%	-1.5%	4%	0%	-2%	-12%	24%	-1.0%
O=C(NC1CCCCC1)NC1CCN(C(=S)NCc2ccco2)CC1	-0.3%	-8%	0.3%	14%	-1%	-5%	-2%	15%	-0.2%
COc1ccc(C2N(C(=O)CN3CCCC3)CCCN2S(=O)(=O)c2ccccc2)cc1 (stereo not drawn)	-0.5%	3%	0.1%	3%	7%	-8%	-10%	10%	x
O=C(N/C=N/OCc1cccc(C(F)(F)F)c1)N1OC[C@@H]2COc3ccc4ccccc4c3[C@@H]21	-2.1%	-4%	0.0%	28%	-2%	-1%	-10%	-4%	1.7%
CC(C)c1nc2sc(C(=O)O)c(N)c2c2c1CCCC2	0.0%	-12%	-0.3%	15%	16%	-1%	-13%	-1%	x
O=C(C1CC(=O)N(C2CCCCC2)C1)N1CCN(c2cccc(C(F)(F)F)c2)CC1 (stereo not drawn)	18%	0%	-0.7%	23%	4%	-1%	0%	-11%	x
CC(=O)NN1C(=O)/C(=C2/Sc3ccc(Cl)cc3N2C)SC1=S	2.2%	-10%	-0.6%	26%	9%	-1%	3%	18%	x

Nothing new here: an excerpt of the list.
SMILES	RSV antiviral HEp-2	Salmonella PhoP GFP	West Nile virus CPE	Large T inhibition	MgcRacGAP inhibition	LYP inhibition	Dengue-2 NS5 capping	GPR35 antagonists	ER stress rescue	others
CCN(Cc1cccc(OC)c1)CC1CCCN(CCc2cccc(OC)c2)C1 (stereo not drawn)	-1.4%	2%	-0.4%	9%	12%	-4%	1%	0%	x
Cc1ccc(C)c(-c2csc(-c3cccnc3)n2)c1	19%	0%	1.3%	1%	4%	-4%	0%	-2%	x
Cc1onc(-c2ccccc2)c1C(=O)N1CCN(C)CC1	0.3%	13%	-0.4%	8%	1%	-2%	-3%	-4%	-1.0%

Further records follow.
SMILES	RSV antiviral HEp-2	Salmonella PhoP GFP	West Nile virus CPE	Large T inhibition	MgcRacGAP inhibition	LYP inhibition	Dengue-2 NS5 capping	GPR35 antagonists	ER stress rescue	others
CC(C)(C)C1(C)OC(=O)C(=Cc2ccc(OCC(=O)Nc3ccccc3)cc2)C(=O)O1 (stereo not drawn)	-0.2%	-5%	0.3%	4%	-14%	2%	1%	0%	0.2%
COc1ccc(N(CC(=O)NCc2ccc(F)cc2)S(=O)(=O)c2c(C)n[nH]c2C)cc1	2.2%	-9%	-0.1%	8%	-7%	-10%	-6%	1%	x
CCCCSc1nc2sc3c(c2c(=O)[nH]1)CCC3	3.3%	-5%	-0.5%	4%	4%	2%	-5%	-5%	-3.9%
CONC(=O)c1cc(OCC(F)(F)F)ccc1OCC(F)(F)F	1.4%	1%	-0.5%	0%	10%	6%	-6%	2%	0.8%
COc1ccccc1-n1cnnc1SCC(=O)Nc1cc(C)on1	0.5%	0%	-0.8%	2%	5%	1%	-4%	6%	0.2%
O=C(CSc1nc2[nH]ncc2c(=O)[nH]1)NCCc1ccccc1	1.6%	-8%	0.3%	7%	2%	-11%	x	-3%	0.5%
Cc1ccc(-n2ncc3c(NCCCN4CCCC4=O)ncnc32)c(C)c1	0.7%	2%	-0.2%	6%	8%	-2%	-9%	0%	-3.8%
CN(c1nc2ccccc2[nH]c1=O)C1CCCCC1	-0.1%	3%	0.0%	4%	4%	-14%	-4%	1%	x
CC1=C(C(=O)OC(C)C)C(c2ccco2)NC(=O)N1 (stereo not drawn)	3.1%	-7%	0.5%	19%	18%	-2%	3%	9%	0.1%
COc1ccc(CNC(=O)CN2C(=O)CSc3ccc(S(=O)(=O)N4CCOCC4)cc32)cc1	3.8%	-13%	-0.3%	12%	7%	-6%	-5%	9%	x
c1ccc(-c2cn(CC3CCCCC3)nn2)cc1	-0.4%	x	-1.3%	20%	3%	-3%	1%	7%	x
CC12CCC(=O)N1C(C(=O)OCC(=O)Nc1ccc(S(N)(=O)=O)cc1)CS2 (stereo not drawn)	1.2%	-2%	1.1%	9%	1%	-4%	1%	-23%	-1.7%
Cc1nc2ccc(C(=O)O)cc2nc1C	1.9%	17%	-0.1%	-45%	8%	-4%	-3%	7%	0.5%
COc1ccc(CCNC(=O)C2CCCN2S(=O)(=O)c2ccc(F)cc2)cc1OC (stereo not drawn)	1.5%	4%	-0.1%	-1%	12%	-5%	-2%	-1%	0.2%
O=C(Nc1ccc(Cl)cn1)c1cccc(S(=O)(=O)N2CCCC2)c1	7.7%	6%	0.0%	-2%	3%	-6%	-7%	4%	x
COC(=O)c1cn(NC(=O)c2ccc(OC)c(OC)c2)c(=O)c2ccccc12	0.0%	7%	u	14%	5%	3%	-10%	7%	1.6%
O=C(NCCCn1ccnc1)c1nn2c(C(F)(F)F)cc(-c3ccc(Br)cc3)nc2c1Cl	4.3%	1%	-1.7%	14%	5%	-8%	-1%	5%	-5.0%
CCCCn1c(SCC(=O)c2ccc(O)cc2O)nc2cc(S(N)(=O)=O)ccc21	2.5%	4%	0.0%	-1%	10%	-2%	-2%	-2%	x
O=C(N/N=C/c1oc(O)c2ccccc12)c1ccccc1O	1.8%	4%	0.4%	-1%	7%	-5%	12%	-10%	x
COc1ccc2oc(=N)c(C(=O)Nc3ccc(Cl)cc3)cc2c1	1.2%	1%	0.1%	19%	-8%	-9%	-2%	-2%	x
O=C(O)CCCN=C1NC2(CCCC2)Cc2ccccc21	1.3%	1%	0.2%	6%	6%	-6%	-3%	3%	-0.7%
Cc1ccc2cc(CN(CCN(C)C)C(=S)Nc3ccccc3)c(=O)[nH]c2c1C	-1.2%	-4%	-0.6%	0%	5%	-4%	-1%	15%	-2.5%
O=C(O)CN1CCN(Cc2ccccc2Cl)C1=O	1.2%	x	-0.2%	x	2%	x	-3%	x	x
CC(=O)c1c(C)[nH]c(C(=O)OCc2ccc([N+](=O)[O-])cc2)c1C	3.5%	3%	-1.8%	2%	7%	-5%	1%	2%	x
O=C(Cn1nnc(-c2ccccc2)n1)NCc1cccs1	-0.5%	-8%	0.0%	6%	7%	-12%	-1%	6%	9.3%
COc1ccc(NC(=O)c2ccc(NS(=O)(=O)c3c(C)noc3C)cc2)cc1OC	2.4%	2%	0.3%	-2%	-5%	4%	1%	3%	-0.2%
c1ccc(-n2ncc3c2ncn2c(C4CCCCC4)nnc32)cc1	x	-1%	0.1%	5%	x	-3%	x	0%	-1.8%
O=C(Nc1ccccc1C(=O)NCc1ccco1)Nc1cccc2ccccc12	5.8%	2%	-0.4%	4%	3%	3%	4%	-9%	0.8%
Cc1ccc(S(=O)(=O)N2CCCC2C(=O)NCc2ccccc2Cl)cc1 (stereo not drawn)	3.6%	-1%	-1.3%	1%	6%	-6%	-4%	16%	x
CC(O)Cc1nsc(NC(=O)c2ccc(Br)o2)n1 (stereo not drawn)	0.5%	-5%	0.2%	2%	3%	-4%	-12%	-1%	-1.5%	Dengue-2 NS5 capping pilot replicate=-5.3
COCCn1c(C)cc(C(=O)CN2C(=O)NC3(CCCCCCC3)C2=O)c1C	0.4%	2%	-0.8%	7%	7%	-1%	-6%	14%	2.0%
O=C(NCCCn1ccnc1)c1cc(Cl)cc(Cl)c1	-1.2%	2%	-0.3%	8%	5%	-6%	-8%	-11%	x
O=C(NCCN1CCN(c2ccccc2)CC1)c1cccc(Br)c1	5.5%	3%	-0.7%	2%	8%	-13%	-10%	-7%	4.2%
CCC(=O)Nc1ccc(NC(=O)Cc2ccccc2)cn1	0.2%	12%	0.4%	-1%	10%	-2%	-3%	-15%	0.4%
COc1ccc(CN(CC2CCC(C(=O)O)CC2)C(=S)Nc2cc(Cl)ccc2OC)cc1 (stereo not drawn)	-0.6%	-5%	0.7%	2%	3%	-1%	-6%	-7%	12%
CCOC(=O)N1CCC(N2Cc3cccc(C(=O)Nc4ccc(N(CC)CC)cc4C)c3C2=O)CC1	7.5%	-1%	-0.6%	27%	-11%	-6%	23%	4%	x
COc1cc(C(=O)N2CCSCC2)ccc1OC1CCN(C(C)=O)CC1	1.8%	-3%	1.1%	6%	-4%	1%	1%	6%	x
COc1ccc(C)cc1NC(=O)NNC(=O)C1CCC(C(C)(C)C)CC1 (stereo not drawn)	20%	-7%	-1.1%	1%	2%	6%	-2%	-1%	1.0%
COc1ccc(OCCCC(=O)Nc2nncs2)cc1	0.3%	0%	0.7%	-1%	7%	-3%	-4%	-19%	4.4%
Cc1ccc(S(=O)(=O)N2CCN(CCNC(=O)C(=O)NCc3ccccc3)CC2)cc1	3.2%	4%	-1.2%	0%	4%	-6%	-12%	-5%	x
CC(=O)c1cccc(NC=C2C(=O)OC3(CCCCC3)OC2=O)c1	-0.1%	8%	1.0%	11%	1%	-6%	-8%	4%	-1.5%
NC1=NC(=O)C(Cc2ccc(Br)cc2)S1 (stereo not drawn)	1.5%	3%	0.2%	6%	6%	-10%	-7%	-1%	x
CCN(CC)S(=O)(=O)c1ccc(C(=O)NCCOC(=O)c2ccc(F)cc2F)cc1	-0.6%	5%	-0.6%	3%	2%	-4%	8%	-9%	x
O=C(NNC(=O)c1ccncc1)Nc1cccc([N+](=O)[O-])c1	5.2%	-3%	0.3%	5%	-10%	-5%	-5%	-3%	0.2%
